BoNT F protease – BoNT F light chain protease inhibition; inhibition, % at 10 µM; actives 0.22% (n = 360,000); Multiplex microsphere protease cleavage assay, flow cytometry; in the data active = inhibition above about 35%, passing the limit was not always enough; inconclusive = no clear call, values can overlap the other calls; note: plate controls were buffer without enzyme for full effect and enzyme alone for no effect
MazEF act – MazEF (E. coli) toxin RNase activation | P0AE70 | actives 0.32% (n = 350,000) | FAM/BHQ RNA-DNA oligo cleavage fluorescence, 5 h | activation, % at 20 µM; in the data active = activation above about 50%
Target sequence (P0AE70 whole entry, looked up): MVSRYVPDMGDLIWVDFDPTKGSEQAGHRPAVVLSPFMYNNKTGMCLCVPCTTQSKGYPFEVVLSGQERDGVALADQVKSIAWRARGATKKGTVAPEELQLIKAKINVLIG
VHR inh abs – DUSP3 (human) phosphatase inhibition; actives 0.52% (n = 290,000); P51452; recombinant VHR phosphatase, pNPP absorbance; AID 1654; inhibition, % at 13.3 µM; in the data active = inhibition above about 50%; note: some compounds called inactive have numbers as strong as hits
Target sequence (P51452 whole entry, looked up): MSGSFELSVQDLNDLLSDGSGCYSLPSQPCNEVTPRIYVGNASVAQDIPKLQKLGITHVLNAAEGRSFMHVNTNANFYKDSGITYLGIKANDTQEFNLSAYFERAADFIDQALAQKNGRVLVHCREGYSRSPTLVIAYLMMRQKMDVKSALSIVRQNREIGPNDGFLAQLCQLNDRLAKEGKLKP
BoNT-A LC inh2 – BoNT A light chain protease inhibition | inhibition, % at 10 µM | multiplex microsphere protease substrate cleavage, flow cytometry | actives 0.17% (n = 360,000); note: plate controls were buffer without enzyme for full effect and enzyme alone for no effect
CCHF vOTU inh – blocks the CCHF virus ovarian tumor domain protease | AID 651958 | inhibition, % at 11.5 µM | CCHFV vOTU protease, Pep-AMC fluorescence | actives 0.55% (n = 370,000); in the data active = inhibition above about 30%; note: 0% = vehicle wells with enzyme and 100% = no enzyme wells
Rv3671c inh – Rv3671c (M. tuberculosis) protease inhibition; P9WHR9; inhibition, % at 5.96 µM; actives 0.048% (n = 320,000); AID 2606; in the data active = inhibition above about 38%;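 note: extracellular domain of Rv3671c used as enzyme; 0% = enzyme with DMSO and 100% = no enzyme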
Target sequence (P9WHR9 whole entry, looked up, the tested form may be a part): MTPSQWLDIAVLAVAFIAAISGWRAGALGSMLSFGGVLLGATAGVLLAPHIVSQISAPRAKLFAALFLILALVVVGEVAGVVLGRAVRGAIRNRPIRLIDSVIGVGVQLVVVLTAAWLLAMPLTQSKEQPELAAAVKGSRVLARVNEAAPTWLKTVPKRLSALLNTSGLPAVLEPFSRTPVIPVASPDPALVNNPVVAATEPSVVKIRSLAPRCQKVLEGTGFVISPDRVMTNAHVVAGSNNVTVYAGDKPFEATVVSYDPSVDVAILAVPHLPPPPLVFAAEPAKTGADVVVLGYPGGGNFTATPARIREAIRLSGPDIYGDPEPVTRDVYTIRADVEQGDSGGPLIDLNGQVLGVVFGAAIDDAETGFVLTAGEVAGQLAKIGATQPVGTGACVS
Anthrax LF prot – inhibitors of Bacillus anthracis lethal factor protease; AID 588501; actives 0.12% (n = 360,000); P15917; inhibition, % at 10 µM; multiplex microsphere protease cleavage assay, LF; note: plate controls were buffer without enzyme for full effect and enzyme alone for no effect
SARS 3CLpro inh – SARS-CoV 3CLpro protease inhibition | P0C6X7 | inhibition, % at 6 µM | AID 1706 | actives 0.14% (n = 290,000) | recombinant SARS-CoV 3CLpro, quenched FRET peptide cleavage; in the data active = inhibition above about 12%
PrPC TRFRET – inhibitors of human cell surface prion protein PrPC; P04156; TR-FRET read-out; inhibition, % at 13.8 µM; actives 0.43% (n = 370,000); in the data active = inhibition above about 24%; note: 0% = median of the test wells and 100% = reference compound wells
PriA SSB inh – inhibitors of Klebsiella pneumoniae PriA binding to SSB C-terminal tail; AlphaScreen SSBct-PriA binding, biotinylated peptide; inhibition, % at 33 µM; actives 0.6% (n = 430,000); AID 1272365; in the data active = inhibition mostly above about 37%, no sharp cut-off; inactive = mostly below about 20%;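 note: plate controls were negative control peptide for no effect and reference peptide for full effect; strong numbers were not always called active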
An asterisk follows results filed as active; ? = inconclusive; · = no result given; & = joins results of further samples. Cut-off read from the data, not from the text of the source, unless noted: active = inhibition above about 30%; inconclusive = no clear call, values can overlap the other calls; inactive = below that. Only part of the results is shown; the hit share may differ from the screen's.

no.	smiles	BoNT F protease	MazEF act	VHR inh abs	BoNT-A LC inh2	CCHF vOTU inh	Rv3671c inh	Anthrax LF prot	SARS 3CLpro inh	PrPC TRFRET	PriA SSB inh
1	O=C(CN1CCCCC1)Nc1cccc(Cl)c1Cl	-4	3	38	0.3	9	2	0	-2	-1	-26
2	[O-]C1=N/[N+](=C/c2ccccc2)CC1	4	8	17	0.2	0	2	-8	1	-7	4
3	CCC(=O)c1ccc(OCC(O)CNC2CCCC2)cc1 (centres undefined)	-3	5	-12	-0.6	-10	4	-5	1	-4	-18
4	CCN(CC)CCNc1nc(SC)nc2sc3c(c12)CCN(C)C3	-40	7	11	7.7	-28	-4	-5	-1	-2	3
5	CCCCN=CC1=C(O)CC(c2ccccc2)CC1=O (centres undefined)	2	-16	6	0.5	10	4	4	2	2	4
6	O=C(N/N=C/c1ccco1)c1cc(-c2ccncc2)nc2ccccc12	-7	8	21	0.4	20	·	-2	-2	-3	·
7	COC(=O)c1ccc(NC(=O)CNC(=O)C2CCCCC2)cc1	-3	-15	20	0.5	1	3	-2	-4	-2	-5
8	COc1ccc(OC)c(/C=N\NC(=O)c2c(C)nc3cc(C)ccn23)c1	-5	-3	31	0.0	-104	2	6	-1	1	·
9	O=C1NC(c2ccccc2)(C(F)(F)F)C(=O)N1Cc1cccnc1 (centres undefined)	-6	8	16	0.9	19	6	-1	3	13	-3
10	COc1ccc(OC)c(NC(=O)CSc2nnc(CNC(=O)COc3ccc(Cl)cc3)o2)c1	-9	0	0	-1.7	9	1	-3	4	4	-15
11	O=C(NC1CCCC1)c1ccc(CS(=O)(=O)Cc2ccccc2Cl)o1	8	4	-14	-0.7	2	7	3	-3	-3	-6
12	CSc1nnc2c(n1)OC(C)=Nc1ccccc1-2	-8	-3	12	0.3	-10	1	-8	-6	-10	-15
13	CCc1ccc(N(CC(=O)NC2CCCCC2)S(=O)(=O)c2c(C)noc2C)cc1	-7	18	0	-0.2	3	-3	-3	-1	2	-13
14	COc1ccc(C2CC=C(C(C)=O)CN2S(=O)(=O)c2ccccc2)cc1 (centres undefined)	3	·	·	0.3	6	·	12	·	-5	·
15	Cc1ccc(S(=O)(=O)N(C)C)cc1NC(=O)C(C)N(C)Cc1sccc1C (centres undefined)	-1	-5	-9	0.5	15	-2	-1	-3	13	1
16	CS(=O)(=O)N(CC(=O)N1CCOCC1)c1ccc2c3c(cccc13)CC2	-1	7	17	-0.3	6	-12	0	3	3	-10
17	CCOc1ccc(NC(=S)N2CCN(C/C=C/c3ccccc3)CC2)cc1	-6	7	37	-0.3	6	-8	-1	2	0	12
18	CN(Cc1ccccc1)Cc1c(F)cccc1F	3	-2	-15	-1.7	-5	2	-6	-3	4	-10
19	CC1CCc2nc(N)c(C#N)c(-c3cccnc3)c2C1 (centres undefined)	1	4	42	-1.0	-10	0	-5	-2	-2	-18
20	CCc1nnc(NC(=O)c2cccc(S(=O)(=O)N3CCCCC3)c2)s1	-10	-1	18	-2.0	11	-2	-5	4	-4	-6
21	CNc1cc([N+](=O)[O-])ccc1N/C=C/C(=O)c1ccc2c(c1)OCO2	-1	37	8	0.2	2	11	-1	3	-10	·
22	CN(NC(=O)c1c(Cl)cccc1Cl)c1cccc(Cl)n1	3	3	28	-0.2	-12	-2	-4	6	9	-3
23	COc1cc(CCC(=O)OCC(=O)N2CC(=O)Nc3ccccc32)cc(OC)c1OC	-8	1	·	-0.8	5	2	-3	·	10	-16
24	CCc1cc2ccc(C)c(C)c2nc1SCC(=O)Nc1cc(C)on1	7	13	34	0.5	1	6	0	8	0	-6
25	CCOC(=O)C[C@H]1c2cc(F)ccc2S(=O)(=O)N1c1ccccc1	-9	-3	·	-0.5	-1	6	-4	·	2	9

Continued; the last 2 above are carried over.
no.	smiles	BoNT F protease	MazEF act	VHR inh abs	BoNT-A LC inh2	CCHF vOTU inh	Rv3671c inh	Anthrax LF prot	SARS 3CLpro inh	PrPC TRFRET	PriA SSB inh
24	CCc1cc2ccc(C)c(C)c2nc1SCC(=O)Nc1cc(C)on1	7	13	34	0.5	1	6	0	8	0	-6
25	CCOC(=O)C[C@H]1c2cc(F)ccc2S(=O)(=O)N1c1ccccc1	-9	-3	·	-0.5	-1	6	-4	·	2	9
26	COc1ccccc1N1CC(C(=O)Nc2ccc(C)c(S(=O)(=O)N3CCOCC3)c2)CC1=O (centres undefined)	0	10	·	0.0	11	4	1	·	-4	-14
27	COc1ccc(S(=O)(=O)N2CCCCC2)cc1NC(=O)c1cccc(S(=O)(=O)N2CC(C)OC(C)C2)c1 (centres undefined)	-2	4	·	0.3	21	·	-7	·	-1	-10
28	O=C(Nc1cc(Sc2nc3ccccc3s2)cc([N+](=O)[O-])c1)c1cccc(F)c1F	-3	21	-2	-0.3	-3	-124	-2	-2	-3	4
29	O=C(NCCCN1CCOCC1)c1ccc(Cl)s1	2	-1	22	1.0	-9	0	6	-1	-7	-19
30	C[C@@H]1[C@H]2[C@@H](O[C@@H]3O[C@H](CO)[C@@H](O)[C@H](O)[C@H]3O)OC=C(C(=O)O)[C@H]2C[C@@H]1O	-8	2	·	-1.2	-5	1	-4	·	1	·
31	CC(C)=CCC/C(C)=C/CNC(=O)C[C@H]1C[C@H](C(=O)N2CCOCC2)[C@@]2(C)c3[nH]c4cc(CCC(=O)N(C)C)ccc4c3CCN2C1=O	-10	1	·	-0.6	6	·	-3	·	6	5
32	CC[C@@H]1[C@H]2CCCC(=O)N3CC[C@@H](C[C@@H]1Nc1ccccc1)[C@@H]23	-2	3	20	0.2	9	-5	-4	-2	4	7
33	Cc1nc(SCc2nc3ccc(C(=O)c4ccccc4)cc3[nH]2)c2oc3ccccc3c2n1	-8	-90	·	-0.3	3	-53	-10	·	-10	-19
34	OC1CCC(NC(=S)Nc2ccc(SC(F)F)cc2)CC1 (centres undefined)	-2	1	11	-0.3	1	1	-8	0	-2	-18
35	COc1ccccc1NC(=O)c1ccc(-n2cccn2)c([N+](=O)[O-])c1	0	9	1	-0.5	-8	3	-8	2	-25	0
36	O=C(NCc1ccc(Cl)cc1Cl)Nc1nc([C@@H]2O[C@H](CO)[C@@H](O)[C@H](O)[C@H]2O)cs1	1	·	·	-0.1	11	·	-5	·	9	·
37	O=C(NC1CCN(Cc2ccccc2)CC1)c1ccccc1OCc1ccccc1	-1	2	·	-3.9	1	-3	-7	-1	3	-12
38	Cc1ccc(S(=O)(=O)N2C[C@@H](C)[C@]3(C2)[C@H](O)[C@H](OC(=O)NC2CC2)C[C@H]2C(=O)N(c4ccccc4)C(=O)[C@H]23)cc1	8	4	·	0.2	-4	·	1	·	7	·
39	CCN=c1scc(-c2ccc3c(c2)NC(=O)CO3)n1N=C1CCCC1	-1&-6	0&11	25	1.3&0.8	10&-8	1	3&-4	-7	-13&6	18&13
40	CCn1c(SCC(=O)NCc2ccc3c(c2)OCO3)nnc1-c1ccncc1	-2	7	36	1.5	6	11	1	1	7	-3
41	COc1ccc(-n2c(=O)c3c4c(sc3n(CC(=O)Nc3cc(C)[nH]n3)c2=O)CCCC4)c(OC)c1	-2	-8	16	-0.4	-15	-19	3	-1	0	14
42	CCOP(=O)(OCC)C(NC(=O)c1ccc(OC)cc1)c1ccccc1 (centres undefined)	-4	-15	-5	0.4	-7	-6	0	4	-4	-5
43	N#C/C(=C\c1ccc(O)c(Br)c1)C(=O)N1CCCCC1	-23	-1	4	-2.3	11	7	1	1	-2	-26
44	CCCn1ncc(CN2CCN(CCc3ccccc3)C(CCO)C2)c1C (centres undefined)	-4	3	21	0.2	-6	-8	-2	0	1	-4
45	COc1ccc(CCNC(=O)C2CC(=O)N(CCc3ccccc3)C2)cc1OC (centres undefined)	-4	2	14	0.9	2	-7	4	0	-1	-7
46	C=CCOc1cccc(CNCc2ccncc2)c1	?	3	7	-3.4	-10	·	-8	1	4	-6
47	CCN1CCN(c2cc(C)c3cc(NC(=S)NCCN(C)C)ccc3n2)CC1	-5	4	13	1.4	-1	2	-5	-6	-16	0
48	CC(C)(C)C(O)C(Cc1ccccc1Cl)n1cncn1 (centres undefined)	31	1	24	-0.7	-8	4	-18	-3	10	8
49	CCCN1CCN(CCCNC(=O)c2ccc3c(=O)n(CCc4ccccc4)c(=O)[nH]c3c2)CC1	-3	15	36	-1.6	-11	-1	0	-4	0	-7
50	COC(=O)c1c(NC(=O)Cc2ccccc2)sc2c1CC(C)(C)NC2(C)C	1	15	21	0.6	-8	-9	-2	-4	-10	-11&9

(list continues)
no.	smiles	BoNT F protease	MazEF act	VHR inh abs	BoNT-A LC inh2	CCHF vOTU inh	Rv3671c inh	Anthrax LF prot	SARS 3CLpro inh	PrPC TRFRET	PriA SSB inh
51	CCCCN1CCC(O)(c2ccccc2)C(C(=O)c2ccccc2)C1 (centres undefined)	-6	0	3	-0.5	-2	6	-1	-2	-1	1
52	COc1ccc2c(c1)c(C(C)=O)c(C)n2CCc1ccccc1	-17	-3	20	0.3	4	-4	9	2	9	-10
53	CC(=O)Nc1c2c(nn1-c1ccc(C)cc1)CSC2	-4	2	6	0.7	2	-2	-1	-4	2	10
54	O=C(CCCc1nc2ccccc2s1)N1CCN(c2ccccc2F)CC1	-6	-7	3	0.2	8	11	-2	-1	5	-9
55	CCCNS(=O)(=O)c1ccc(OCC(=O)NCc2ccco2)cc1	2	9	5	-0.8	-7	8	2	1	4	-19
56	CN1OC[C@@H]2CN(C(=O)Cc3ccccc3)[C@H](c3ccccc3Br)C[C@@H]21	-19	9	·	-0.2	16	·	22	·	9	·
57	COc1cccc(N(CC(=O)NCC2CCCO2)C(=O)CCC(=O)Nc2nccs2)c1 (centres undefined)	-1	-2	18	0.9	6	-7	-2	-3	-1	0
58	COc1ccccc1NS(=O)(=O)c1ccc(C(=O)N2CCN(c3ccccn3)CC2)cc1	-9	-2	·	-1.2	2	-1	1	·	9	-9
59	O=C(NCCCCNC(=O)c1cccnc1)c1cccnc1	-1	1	-2	-1.7	0	4	0	7	-1	-6
60	Fc1cccc(Cc2c(C3CCCCC3)nc3c4ccccc4ccn23)c1	-3	·	·	0.8	0	·	4	·	-2	·
61	Cn1c(=O)c2cc(NC(=O)NCc3ccc(F)cc3)ccc2n1C/C=C/c1ccccc1	-4	·	·	0.0	-45	·	-1	·	0	·

Screening data from PubChem.
